# ERK EGF block: blocks ERK signaling stimulated by EGF. HEK293-V1b, EGF-stimulated phospho-ERK AlphaScreen. Potency, µM (top dose mostly 11.5 µM), for inactives: at the highest dose activity change, negative = inhibition, most hits filed as inhibitors. AID 1454. 130,000 compounds, 0.41% hits; active = well fitted inhibition curve with a large enough effect; inconclusive = small, poorly fitted or top-dose-only effect, or effect the other way;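 also: plate controls were stimulated vehicle wells for no effect and unstimulated vehicle basal for full effect; nearly all actives have a fitted effect of over 55% in size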
#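 Stably V1b-transfected HEK293 cells; 30 min compound, then EGF 25 nM final for 5 min at 37C; 10 min lysis; phospho-ERK by AlphaScreen after 5 hr beads at room temperature.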
# The depositor's hits bear a star; ? = inconclusive; [ ] = another dose, or the depositor's remark. Potency is read from the fitted curve at half-maximal effect. Not all compounds are listed (hit frequency here may not be typical).
ERK EGF block | structure
-13%[57.5 µM] | C[C@@H](CN1C2=NC[C@H](Cc3ccccc3)N2C[C@H]1Cc1ccc(O)cc1)NC(=O)CCC1CCCCC1
0% | Cc1ccc(N/C=C2\CCCCC2=O)nc1
-3% | O=C(Nc1cc(Cl)ccc1Cl)C1CC(=O)N(c2ccccc2)C1 (stereo unspecified)
22%[57.5 µM] | S=C(NCc1ccccc1)N1CCN(C2CCCCC2)CC1
-1% | COCCCNC(=O)/C(=C\c1cccn1C)NC(=O)c1cccs1
7% | CCOC(=O)c1nccnc1C(=O)Nc1ccc(C(F)(F)F)cc1
-4% | O=C(CO/N=C/c1ccccc1O)N1CCc2ccccc21
3% | c1ccc(C2=NC(c3ccccc3)N=C(c3ccccc3)N2)cc1
0% | CCOC(=O)c1c(/N=C/N(C)C)sc2c1CCC2
-5% | C/C(=N\NC(=S)NCCc1ccccc1)c1cccc(Br)c1
-3%[57.5 µM] | N#CNC(=Nc1ccc(Cl)cc1)Oc1ccccc1
-6% | CC(Oc1ccc(Br)cc1)C(=O)N1CCC(C(N)=O)CC1 (stereo unspecified)
-24% | O=C(/C=C/c1ccccc1Cl)NC1CCS(=O)(=O)C1 (stereo unspecified)
9%[57.5 µM] | CN1C2CCC1CC(NC(=O)CSc1ccc(Cl)cc1)C2 (stereo unspecified)
? | COc1ccccc1-c1cn[nH]c1-c1ccc(OCc2ccc(F)cc2)cc1O
1% | O=C(Oc1ccc(N2C(=O)CCC2=O)cc1)c1ccccc1Cl
-4% | CN1C(=O)/C(=C/c2ccc(O)c([N+](=O)[O-])c2)NC1=S
5% | c1ccc(CCCNc2ncnc3nc[nH]c23)cc1
9% | CN1CCN(C(=O)C2CCN(S(=O)(=O)c3ccc4c(c3)oc(=O)n4C)CC2)CC1
3%[57.5 µM] | O=C(O)c1cccnc1SCc1cn2cc(Cl)ccc2n1
-4% | CN(C)C=Nc1c(C(=O)c2ccccc2)sc2nccc(N(C)C)c12
1% | CCCCNC(=O)C1CCCN1C(=O)NC1CCCCC1 (stereo unspecified)
2% | COc1ccc(N=C/C=C2\C=C(c3ccccc3)OC(C)(C)O2)cc1
0%[57.5 µM] | Cc1cc(C(=O)Nc2ccc(F)cc2C)n(-c2ccccc2)n1
10% | O=C(O)CNC(=O)CC1S/C(=N/N=C/c2ccccc2O)NC1=O (stereo unspecified)
5% | CCOC(=O)c1nn(-c2ccccc2)c2nnc(Cc3ccccc3)c(=O)n12
1% | COc1cccc([C@@H]2Oc3ccc(Br)cc3[C@H](O)[C@H]2O)c1
0% | O=S(=O)(c1ccc(NC(=S)N/N=C/c2cccc(Oc3ccccc3)c2)cc1)N1CCOCC1
-14% | Cc1cccc(NC(=O)c2ccc(CN3CCN(Cc4ccccc4)CC3)cc2)c1
0%[57.5 µM] | COc1ccc(NC(=O)CC2C(=O)N(C)C(=S)N2Cc2ccncc2)cc1 (stereo unspecified)
? | COc1cc(/C=N/N=C2/C(=O)Nc3ccccc32)cc(OC)c1O
5% | Cc1oc(-c2cccs2)nc1CN1CCC(c2ccccc2)CC1
5% | COc1ccccc1CNC(=O)COC(=O)/C=C/c1cccs1
7% | CCOC(=O)C(C)(C)N(Cc1cccc(C)c1)S(=O)(=O)c1ccc(Cl)c([N+](=O)[O-])c1
0% | NC(=O)COC(=O)c1cccc(S(=O)(=O)N2CCCCC2)c1
6% | COc1ccc(/C=C/C(=O)Nc2ccc(-n3nncc3-c3ccccc3)cc2)cc1OC
-3% | CC1=NN(C(N)=S)C(=O)C1N=Nc1cccc2ccccc12 (stereo unspecified)
2% | O=C(CN1CCCCCCC1)Nc1cccc(Cl)c1Cl
-2% | CCCn1nnnc1NC(=O)c1ccc2ccccc2c1
2% | CCc1c(C)nc(SCc2ccccn2)[nH]c1=O
2%[57.5 µM] | CC(=O)NNC(=O)c1csc(Cc2c(Cl)sc3ccc(Cl)cc23)n1
-10% | COc1ccc(C(C#N)N2N=C(c3ccccc3)CC2c2ccccc2)cc1OC (stereo unspecified)
? | O=C(Nc1ccc(CSc2ccccc2)cc1)c1ccc(CN2CCOCC2)cc1
-1% | CCSc1nnc(NC(=O)c2cccc(S(=O)(=O)N(C)c3ccccc3)c2)s1
-3% | CCCC(C1=C(O)CC(C)(C)CC1=O)C1C(=O)CC(C)(C)CC1=O (stereo unspecified)
2% | Cc1cccc(C(=O)NN2S(=O)(=O)c3ccccc3S2(=O)=O)c1
7% | CN(C)C(=S)Nc1ccc([N+](=O)[O-])cc1
2% | CC(C)c1nnc(SCC(=O)Nc2ccc3c(c2)OCO3)n1C
5%[57.5 µM] | Cc1ccc(-c2nn(C)c(=O)c3ccccc23)cc1CNC(=O)c1ccccc1
4%[57.5 µM] | Cc1nc(-c2noc(-c3cccc(Cl)c3)n2)c(C(F)(F)F)o1
-6% | O=C(NC1CC1)c1ccc(CN(c2ccccc2)S(=O)(=O)c2ccccc2)cc1
5% | CC1=C(C(=O)Nc2ccccc2)C(c2coc3ccccc3c2=O)C2=C(CCCC2=O)N1 (stereo unspecified)
-3% | COc1cccc2cc(C(=O)NCCc3c[nH]c4ccccc34)c(=O)oc12
12% | CCc1ccc(/C=N\NC(=O)c2ccc(Br)o2)s1
1% | O=C(Nc1cc(S(=O)(=O)N2CCCCC2)ccc1Cl)c1ccccc1NS(=O)(=O)c1ccc(F)cc1
-9%[57.5 µM] | CCN(CC)Cc1c(O)ccc2c1O/C(=C\C=C\c1ccccc1)C2=O
7% | COC1=C(c2ccccc2)C(=O)c2ccccc2C1=O
8% | O=C(OCc1ccccc1)N1CCOCCN(C(=O)OCc2ccccc2)CCOCC1
10% | CC(NC(=O)COC(=O)/C=C/c1cccc(C(F)(F)F)c1)c1ccccc1 (stereo unspecified)
8% | CCc1cccc(C)c1NC(=O)c1ccccc1

# (cont.)
ERK EGF block | structure
7% | COCCN(C(=O)CCC(=O)Nc1nccs1)C(C(=O)NC(C)(C)C)c1ccc(Cl)cc1 (stereo unspecified)
17% | Cc1cc(=O)oc2cc(O)c(O)cc12
0% | Nc1c(C(=O)Nc2ccc(Cl)c(Cl)c2)sc2nc(-c3cccnc3)ccc12
-2% | Cc1nnc(NN2CCOCC2)[nH]c1=O
-2% | O=C(CSc1nnc(-c2ccccc2)c(-c2ccccc2)n1)NC1CCS(=O)(=O)C1 (stereo unspecified)
3.5µM* | COc1cc2ncnc(NCCc3ccccc3)c2cc1OC
-4% | CCC(C)[C@H](NC(=O)Nc1ccc(S(N)(=O)=O)cc1)C(=O)O (stereo partly specified)
? | COC(=O)C1=C(C(=O)OC)[C@@H]2N(Cc3ccccc3)c3ccccc3[C@@]23C[C@@H](C(=O)OC)N(C(=O)CC(C)C)C3=N1
1% | CCOc1ccc(/C=N/NC(N)=S)cc1
6% | O=C(CSc1ccc([N+](=O)[O-])cc1)NCC1CCCCC1
2% | COc1ccc(C(=O)C2CCCN(C(=O)c3cccnc3SC)C2)c(C)c1 (stereo unspecified)
-4% | C=C(C)c1cccc(C(C)(C)NC(=O)NCCN(CC)CC)c1
3% | COc1ccc(N2CCCn3c2nc2c3c(=O)n(Cc3ccc(C)cc3)c(=O)n2C)c(OC)c1
5%[57.5 µM] | O=C(O)c1cc(N/N=C/c2ccncc2)ccc1Cl
-8%[57.5 µM] | COc1ccc(/C=C/C(=O)c2ccc(OC)cc2OC)c(OC)c1
-6% | CCC1=C2CC[C@H]3C(=O)N(CC)C(=O)[C@H]3[C@H]2[C@@]2(Cc3ccccc3)C(=O)N(CC3CC3)C(=O)N2C1=O
-8% | Cc1cc(C(=O)NNC(=O)C2CCCC2)c(C)o1
-9% | CN(C)CCNC(=O)/C=N/O
-13% | COc1cccc(C2C3=C(N=c4s/c(=C\c5ccccc5O)c(=O)n42)c2ccccc2CC3)c1OC (stereo unspecified)
-1% | CC(C)(O)C1Cc2cc(/C=C/C(=O)O)c(O)cc2O1 (stereo unspecified)
-26% | CCN(Cc1cnn(C)c1)Cc1nc(C2(c3ccc(C)cc3)CCCC2)no1
? | CC(NCc1cc(Br)ccc1OCC(=O)NCc1ccccc1)c1ccccc1 (stereo unspecified)
-2% | Cc1nc(-c2cn[nH]c2-c2ccc(O)cc2O)cs1
6% | CCOc1ccc2nc(N3CCC(C(=O)N4CCN(C5CCCCC5)CC4)CC3)sc2c1
-7% | CCOC(=O)N1CCN(C(=O)/C=C/c2ccc([N+](=O)[O-])cc2)CC1
-8%[57.5 µM] | O=C(N/N=C/c1ccc([N+](=O)[O-])o1)c1cn2ccc3ccccc3c2n1
5% | CN(c1cccc(NC(=O)COc2ccc(Cl)cc2Cl)c1)S(C)(=O)=O
0% | CC(C)N(C(=O)Nc1ccc2nsnc2c1)C(C)C
-3%[57.5 µM] | COc1ccc(C(=O)Nc2cccnc2)cc1C(=O)Nc1cccnc1
-4%[57.5 µM] | S=C1NC[C@H](Cc2ccccc2)N1CCc1cccc2ccccc12

# Arranged by the number under ERK EGF block (falling): some entries from above
Molecule | ERK EGF block
CN(c1cccc(NC(=O)COc2ccc(Cl)cc2Cl)c1)S(C)(=O)=O | 5%
Nc1c(C(=O)Nc2ccc(Cl)c(Cl)c2)sc2nc(-c3cccnc3)ccc12 | 0%
Cc1nc(-c2cn[nH]c2-c2ccc(O)cc2O)cs1 | -2%
CCOC(=O)N1CCN(C(=O)/C=C/c2ccc([N+](=O)[O-])cc2)CC1 | -7%
Cc1cc(C(=O)NNC(=O)C2CCCC2)c(C)o1 | -8%

# The main list resumes with the three entries that preceded the break.
ERK EGF block | structure
0% | CC(C)N(C(=O)Nc1ccc2nsnc2c1)C(C)C
-3%[57.5 µM] | COc1ccc(C(=O)Nc2cccnc2)cc1C(=O)Nc1cccnc1
-4%[57.5 µM] | S=C1NC[C@H](Cc2ccccc2)N1CCc1cccc2ccccc12
-6%[57.5 µM] | Cc1n[nH]c(=S)n1Cc1ccccc1
-3% | CCN(CC)c1nc(C)c(C(=S)Nc2cc([N+](=O)[O-])ccc2Cl)s1
0% | S=C(NCCc1c[nH]c2ccccc12)NC1CCCC1
10% | O=C(NCCN1CCOCC1)/C(=C\c1ccc(Br)cc1)NC(=O)c1cccs1
-10%[57.5 µM] | O=C(Nc1ccc(Cl)cc1)Nc1nc(-c2ccccc2O)cs1
6% | CCCCN=C1NN=C(c2cc3ccccc3o2)CS1
-2% | COc1cc(S(=O)(=O)Nc2cccc(C)c2)ccc1NC(=O)c1ccncc1
1% | O=C(CN1CCCCCC1)N/N=C/c1ccc(Cl)c(Cl)c1
3% | CCn1c(O)c(/C=C2\C=NN=C2c2ccc(C)cc2)sc1=S
-12% | COc1ccc(N(C(C)C(=O)N/N=C/c2cc(Br)c(C)o2)S(C)(=O)=O)cc1 (stereo unspecified)
-8%[57.5 µM] | O=C(Nc1cc(S(=O)(=O)N2CCOCC2)ccc1N1CCOCC1)c1cc2c(s1)CCC2
0% | CS(=O)(=O)N1CCC(Oc2ccccc2C(=O)NC(C2CC2)C2CC2)CC1
-3% | CCN(c1ccccc1)S(=O)(=O)c1ccc(Cl)c(NC(=O)COC(=O)c2cccc(OC)c2O)c1
3% | S=C(NCc1ccc2c(c1)OCO2)NCc1ccc2c(c1)OCO2
-9% | O=C(CCCCCn1c(=O)[nH]c2ccsc2c1=O)N1CCCCC1
2% | CSc1nnc(-c2ccc([N+](=O)[O-])cc2)o1
-3%[57.5 µM] | COCCCNC(=S)Nc1c(C)cc(C)cc1C
4% | O=C(CN1CCCc2ccccc21)NCCc1ccc(F)cc1
1% | Cc1ccc(S(=O)(=O)NCC(=O)N(CC(=O)NCC2CCCO2)Cc2ccco2)cc1 (stereo unspecified)
12% | Cc1cc(C)c(NC(=O)C2c3ccccc3Oc3ccccc32)c(C)c1
-2% | COc1ccc(-c2csc3nc(C)nc(N4CCC(C)CC4)c23)cc1OC
-5% | COc1ccc(N(CC(=O)Nc2cc(C)ccc2C)S(=O)(=O)c2ccccc2[N+](=O)[O-])c(OC)c1
0% | c1ccc2sc(Sc3ncnc4sccc34)nc2c1
6% | Cc1c(/C=N\NC(=O)C2(C)CC2(Cl)Cl)cnn1C (stereo unspecified)
-3% | COc1cc(/C=N/NC(N)=O)ccc1OC(=O)c1cccs1
-2% | Cc1cccc(-c2n[nH]c(=S)n2-c2ccccc2)c1[N+](=O)[O-]
-3% | O=C(CN1CCN(c2ccc(O)cc2)CC1)Nc1cc(S(=O)(=O)N2CCOCC2)ccc1Cl
-12% | COC(=O)C1CCN(C(=O)CSc2ccccc2)CC1
2%[57.5 µM] | NC(=O)C1=C[C@H](c2coc3ccccc3c2=O)C[C@H](OCCCCO)O1
-5% | CCOc1nc(Nc2ccc([N+](=O)[O-])cc2)nc(NC(C)(C)C)n1

# Rewritten as tab-separated lines: 2 of the compounds above
SMILES	ERK EGF block
c1ccc2sc(Sc3ncnc4sccc34)nc2c1	0%
CSc1nnc(-c2ccc([N+](=O)[O-])cc2)o1	2%

# Other entries follow.
ERK EGF block | structure
-1% | Cc1nn(C)c(C)c1CN(C)S(=O)(=O)c1ccc2ccccc2c1
-6% | Cc1cc(C(=O)N/N=C2\CC(=O)c3ccccc32)c(C)n1-c1ccccc1
-7% | Cc1cccc(NC(=O)C(=O)N/N=C/c2ccncc2)c1
24% | COc1cccc(C2CC(=O)Nc3cc4c(cc32)CCC4)c1 (stereo unspecified)
5% | CN(C)Cc1nc2ccccc2c(=O)n1CC(=O)Nc1cccc(S(=O)(=O)N2CCOCC2)c1
3% | Cc1nn2c(CN(C(=O)COc3ccccc3)c3ccccc3)nnc2c2ccccc12
0% | Cc1cnc(NC(=O)c2ccncc2)s1
